Pin1 inh: qHTS Assay to Find Inhibitors of Pin1; AID 504891, 2011; Potency, µM (doses to about 115 µM), inactives show top-dose activity, negative = inhibition, most hits filed as inhibitors; Pin1 FP peptide displacement, HiFluor488, 10 min; 390,000 tested, 0.009% active; Peptidyl-prolyl cis-trans isomerase NIMA-interacting 1 (Homo sapiens), Q13526; active = well fitted inhibition curve with a large enough effect in the polarisation, with a control signal flat, not every such curve was filed as active; inconclusive = small, poorly fitted or top-dose-only effect, or effect the other way, or a change in a side signal; inactive = no such curve, though single readings can be large or run the other way; the % refers to the polarisation; note: potency is the fitted concentration of half-maximal effect; % is set by controls: 0 for no effect and ±100 for the full control effect
HP1b chromo inh: HTS for Inhibitors of HP1-beta Chromodomain Interactions with Methylated Histone Tails. AlphaScreen HP1-beta / biotin-H3K9me3 peptide binding. Potency, µM (doses to about 114 µM), inactives show top-dose activity change, negative = inhibition, hits mostly inhibitors. 390,000 tested, 0.56% active; note: potency is the fitted concentration of half-maximal effect; nearly all actives have a fitted effect of over 70% in size; inactives centre near 23
Target sequence (P83916 whole entry, looked up): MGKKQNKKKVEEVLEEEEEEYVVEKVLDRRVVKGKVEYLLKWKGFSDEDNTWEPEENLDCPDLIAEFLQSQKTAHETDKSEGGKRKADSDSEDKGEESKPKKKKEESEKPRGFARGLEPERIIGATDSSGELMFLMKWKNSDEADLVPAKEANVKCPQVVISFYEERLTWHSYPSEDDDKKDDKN
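AlphaScreen: HP1-beta (50 nM) preformed 30 min with biotin-H3(1-18)K9me3 peptide (50 nM) in PBS pH 7.4, 0.01% Tween-20. Compound added for 30 min at RT, then streptavidin donor/nickel chelate acceptor beads (10 ug/mL) for 30 min.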
IDH1 R132H inh: qHTS for Inhibitors of mutant isocitrate dehydrogenase 1 (IDH1): qHTS | IDH1-R132H enzyme, NADPH consumption, diaphorase/resazurin fluorescence | Potency, µM (top dose mostly 76.6 µM), inactives show at the highest dose activity change, negative = inhibition, hits mostly inhibitors | 390,000 tested, 0.093% active; note: potency is the fitted concentration of half-maximal effect; % is set by controls: 0 for no effect and ±100 for the full control effect; nearly all actives have a fitted effect of over 65% in size
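IDH1-R132H (0.5 ug/mL) preincubated 30 min with compound, then NADPH (0.016 mM) and alpha-KG (2 mM) added; 80 min at RT, pH 7.5. Remaining NADPH coupled via diaphorase/resazurin to fluorescence (540/590 nm); concentration-response curves normalized to no-enzyme control.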
USP1 inh: Inhibitors of USP1/UAF1: Primary Screen | Ubiquitin carboxyl-terminal hydrolase 1 (Homo sapiens), O94782 | recombinant USP1/UAF1, Ub-Rhodamine cleavage fluorescence | Potency, µM (highest dose often 57.1 µM), for inactives: at the highest dose activity change, negative = inhibition, actives largely listed as inhibitors | 390,000 tested, 0.23% active; note: potency is the fitted concentration of half-maximal effect; % is set by controls: 0 for no effect and ±100 for the full control effect; nearly all actives have a fitted effect of over 60% in size; inactives centre near -12
Target sequence (O94782 whole entry, looked up): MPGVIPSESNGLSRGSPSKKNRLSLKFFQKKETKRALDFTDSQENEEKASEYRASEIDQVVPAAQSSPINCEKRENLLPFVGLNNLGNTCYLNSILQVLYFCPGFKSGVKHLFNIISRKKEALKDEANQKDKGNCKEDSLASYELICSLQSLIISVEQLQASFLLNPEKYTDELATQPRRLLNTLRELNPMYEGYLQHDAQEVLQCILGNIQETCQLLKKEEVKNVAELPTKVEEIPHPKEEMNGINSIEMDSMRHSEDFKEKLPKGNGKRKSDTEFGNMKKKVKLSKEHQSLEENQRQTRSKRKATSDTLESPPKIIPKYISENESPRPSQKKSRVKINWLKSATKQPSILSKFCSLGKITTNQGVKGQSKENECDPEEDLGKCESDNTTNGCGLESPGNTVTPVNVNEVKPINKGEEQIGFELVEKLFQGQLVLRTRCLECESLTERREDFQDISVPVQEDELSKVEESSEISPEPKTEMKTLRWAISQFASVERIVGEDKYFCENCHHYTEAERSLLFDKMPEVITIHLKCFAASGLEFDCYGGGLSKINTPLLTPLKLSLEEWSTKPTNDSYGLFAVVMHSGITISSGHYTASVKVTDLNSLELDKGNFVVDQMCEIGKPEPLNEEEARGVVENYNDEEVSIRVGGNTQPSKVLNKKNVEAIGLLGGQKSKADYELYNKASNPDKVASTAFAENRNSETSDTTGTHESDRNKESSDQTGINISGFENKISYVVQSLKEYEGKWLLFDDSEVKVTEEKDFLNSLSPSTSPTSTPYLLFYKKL
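Step one: compound is pinned into 1nM USP1/UAF1 in HEPES pH 7.8 buffer with TCEP. Step two: 15 min room-temperature incubation. Step three: Ub-Rho (150nM final) starts cleavage, tracked by fluorescence over six one-minute reads.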
GLS inh: qHTS for Inhibitors of Glutaminase (GLS); Glutaminase kidney isoform, mitochondrial (Homo sapiens), O94925; GLS enzymatic activity, qHTS titration; Potency, µM (doses to about 45.5 µM), for inactives: at the top dose activity change, negative = inhibition, most hits filed as inhibitors; 410,000 tested, 0.21% active; AID 624170, 2012; note: potency is the fitted concentration of half-maximal effect; % is set by controls: 0 for no effect and ±100 for the full control effect
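Two-point fluorescence kinetic (t0, 30 min RT) for hKGA; glutamate detected via glutamate oxidase–HRP–Amplex Red. Substrate: 1 mM L-glutamine solution; buffer 45 mM KH2PO4, pH 8.2.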
Tb PGK inh: qHTS Assay to Find Inhibitors of Phosphoglycerate Kinase. Phosphoglycerate kinase, glycosomal (Trypanosoma brucei brucei), P07378. PGK/GAPDH coupled, Kinase-Glo luminescence, 60 min. Potency, µM (titrated, usually from 57.5 µM), for inactives: top-dose activity change, negative = inhibition, usual class: inhibitors. 380,000 tested, 0.043% active; note: potency is the fitted concentration of half-maximal effect; % is set by controls: 0 for no effect and ±100 for the full control effect; nearly all actives have a fitted effect of over 60% in size
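Luminescent ATP detection (Kinase-Glo Plus) follows a 60-minute room-temperature incubation, with wells lacking PGK as controls. Buffer: 100 mM TEA (pH 7.6), 5 mM MgCl2, 0.01% Tween-20. Coupling enzyme GAPDH (100 nM final) supplies unstable 1,3-BPG in-well.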
TrxR1 inh: qHTS Assay for Inhibitors of Mammalian Selenoprotein Thioredoxin Reductase 1 (TrxR1): qHTS; 390,000 tested, 1% active; Potency, µM (top dose mostly 114 µM), for inactives: at the highest dose activity change, negative = inhibition, actives largely listed as inhibitors; recombinant rTrxR1, NADPH fluorescence consumption, selenite substrate; note: potency is the fitted concentration of half-maximal effect; % is set by controls: 0 for no effect and ±100 for the full control effect; nearly all actives have a fitted effect of over 65% in size
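Rat TrxR1 (90 nM in the dispensed reagent) was pre-reduced with 400 uM NADPH for 5 min at room temperature, then incubated with compound for 15 min. After 400 uM selenite was added, NADPH fluorescence (Ex 340/Em 450 nm) was followed for 8 min.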
PI4K2A block: qHTS for small molecular inhibitors of PI4K2A; Phosphatidylinositol 4-kinase type 2-alpha (Homo sapiens), Q9BTU6; purified PI4K2A, ADP-Glo luminescence, 1 h; hits give low values; activity change, negative = inhibition, % at 76.9 µM; 420,000 tested, 0.13% active; in the data active = activity change below about -50%; inconclusive = mostly about -30% to -49%;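 note: -100% = wells without enzyme as full effect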
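Compounds are screened against recombinant PI4K2A using PI as substrate and ATP, the latter dispensed at 300 microM. Reactions run one hour at ambient temperature before ADP-Glo detection; full inhibition defined by wells lacking enzyme.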
TrxR1 substrate: qHTS Assay for Substrates of Mammalian Selenoprotein Thioredoxin Reductase 1 (TrxR1): qHTS | purified TrxR1 substrate turnover, NADPH consumption readout | Potency, µM (top dose mostly 114 µM), for the others: top-dose activity change, negative = substrate turnover | 390,000 tested, 0.01% active | AID 588456, 2011; note: potency is the fitted concentration of half-maximal effect; % is set by controls: 0 for no effect and ±100 for the full control effect; nearly all actives have a fitted effect of over 50% in size
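Rat TrxR1, dispensed at 90 nM, was prereduced with 400 uM NADPH (final) for 5 min at ~22 deg C, then incubated with compound 15 min before 400 uM selenite. A first-read NADPH fluorescence drop versus no-compound background flagged substrates.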
Starred values were filed as active, the others as inactive; i = inactive; ? = inconclusive; [ ] = dose if it differs, or a comment. Unless noted, calls come from the whole dose curve; as a rule, active = well fitted curve in the direction sought with a large enough effect; inconclusive = small, poorly fitted or top-dose-only effect, or another doubt; inactive = no such curve, though single readings can be large; an effect the other way counts as inactive or inconclusive. Not all compounds are listed; count on the stated rates, not on these rows.

The line under a structure holds: Tb PGK inh	PI4K2A block	TrxR1 substrate	USP1 inh	HP1b chromo inh	TrxR1 inh	GLS inh	Pin1 inh	IDH1 R132H inh
C/C(=N\O)C1(C)N(O)C(C)(C)C(c2ccc(F)cc2)=[N+]1[O-] (configuration not stated)
 : -5%	-2	-14%	-4%	21%	-13%	24%	-9%	4%
CCOc1ccc(C(=O)NC(=S)N2CCN(c3ccc(C(F)(F)F)cc3[N+](=O)[O-])CC2)cc1
 : -9%	-4	-6%	-19%	4%	-3%	2%	-4%	3%
Cc1ccc(C)c(-n2c(CNC(=O)c3ccco3)nnc2SCC(=O)N2CCc3ccccc32)c1
 : -3%	1	7%	-18%	23%	16%	65%[activator]	9%	1%
CSc1ncc(CN2CCN(CC=C(C)C)C(CCO)C2)cn1 (configuration not stated)
 : 1%	5	1%	-10%	28%	15%	0%	-5%	-4%
COc1ccc(OC)c2sc(N3CCN(C(=O)C4COc5ccccc5O4)CC3)nc12 (configuration not stated)
 : 1%	-1	4%[57.1 µM]	-9%	-1%	12%[57.1 µM]	4%	-3%	-2%
COCc1ccc(C(=O)N2CCCC(C(=O)c3cc(F)ccc3F)C2)s1 (configuration not stated)
 : i	5	-6%	-19%	29%	12%[57.1 µM]	5%	0%	-6%
Cc1cc(/C=C2\C(=N)N3N=C(c4ccco4)SC3=NC2=O)c(C)n1Cc1ccccc1
 : -4%	-14	-6%[57.1 µM]	?	-23%	-20%[57.1 µM]	0%	26%	?
CCOC(=O)c1[nH]cnc1C(=O)Nc1ccc(Cl)cc1
 : -6%	-1	4%	-3%	34%	6%	-1%	2%	0%
COc1ccc(Cl)cc1NC(=O)c1ccco1
 : i	4	-2%[57.1 µM]	-6%	41%[activator]	19%[57.1 µM]	-14%	0%	-2%
O=C1NCCOC(=O)[C@@H](Cc2ccc(F)cc2)C/C=C\C[C@@H]1CC(=O)N(CCO)Cc1ccccc1
 : -2%	2	7%	-13%	24%	37%[activator]	2%	6%	3%
CN(C(=O)C1CCC(=O)N(Cc2cccc(F)c2)C1)C1CCCCC1 (configuration not stated)
 : i	5	2%	-19%	31%	2%	-2%	9%	-2%
COc1cccc(NC(=O)C(=O)NCCc2csc3nc(-c4ccccc4C)nn23)c1
 : -10%	2	-3%[57.1 µM]	-23%	33%[57 µM]	-2%[57.1 µM]	4%	4%	19%
CCOC(=O)c1c(-c2cccs2)csc1NC(=O)CN1CC(C)OC(C)C1 (configuration not stated)
 : -11%	-13	10%[57.1 µM]	-10%	20%	5%[57.1 µM]	-3%	1%	8%
Cc1ccc(C(=O)NNC(=O)c2ccc3c(c2)OCCO3)cc1
 : -8%	-4	15%	-21%	41%[activator]	21%	9%	2%	-4%
CC1CCCCC12NC(=O)N(CC(=O)Nc1ccccc1N1CCOCC1)C2=O (configuration not stated)
 : -3%	-4	3%	-9%	11%	14%[57.1 µM]	0%	9%	-4%

Brought forward from above: two entries; new compounds follow.
The line under a structure holds: Tb PGK inh	PI4K2A block	TrxR1 substrate	USP1 inh	HP1b chromo inh	TrxR1 inh	GLS inh	Pin1 inh	IDH1 R132H inh
Cc1ccc(C(=O)NNC(=O)c2ccc3c(c2)OCCO3)cc1
 : -8%	-4	15%	-21%	41%[activator]	21%	9%	2%	-4%
CC1CCCCC12NC(=O)N(CC(=O)Nc1ccccc1N1CCOCC1)C2=O (configuration not stated)
 : -3%	-4	3%	-9%	11%	14%[57.1 µM]	0%	9%	-4%
CC[C@]12c3[nH]c4ccccc4c3CCN1C(=O)C(CC(=O)NCCCn1ccnc1)C[C@@H]2C(=O)N1CCN(C(=O)c2ccco2)CC1 (some centres not stated)
 : -5%	1	-3%	-5%	13%	11%	16%	2%	-6%
COC(=O)c1c(-c2ccc(S(C)(=O)=O)cc2)sc2cc(OC)ccc12
 : -8%	0	194%[activator]	-33%	43%	39%[activator]	8%	-3%	11%
Cc1cccc(NC(=O)c2sc(NC(=O)c3ccco3)c(C#N)c2C)c1C
 : -10%[11.5 µM]	-6	3%	-21%	16%	6%	10%	20%	9%
COc1cccc(NC(=O)CN(C)S(=O)(=O)c2ccc3c(c2)n(C)c(=O)c(=O)n3C)c1
 : -2%	0	-3%	-12%	41%[activator]	-3%	9%	-11%	-2%
O=C(CSc1cn(CC(=O)N2CCCCCC2)c2ccccc12)NCC1CCCO1 (configuration not stated)
 : -10%	2	-5%	-4%	14%	19%[57.1 µM]	1%	0%	-1%
COc1ccc(CN2C(=O)NC3(CCCCCC3)C2=O)cc1F
 : -6%	2	0%	-8%	-9%	13%[57.1 µM]	-21%	1%	2%
Cc1cccc(CNc2ccc(C(CC(N)=O)NC(=O)c3cccc(Br)c3)cc2[N+](=O)[O-])c1 (configuration not stated)
 : i	7	-7%	-22%	32%	-3%	-7%	25%	-8%[38.3 µM]
N#CCC(CNc1ncc(C(F)(F)F)cc1Cl)OC(=O)c1ccc(Cl)cc1 (configuration not stated)
 : -2%	-1	-3%	-20%	48%[activator]	11%	0%	3%	6%
CCn1c(=NC(=O)c2ccc(N3C(=O)CCC3=O)cc2)sc2c(OC)ccc(OC)c21
 : -2%	-1	4%[57.1 µM]	-22%	40%[activator]	9%[57.1 µM]	-12%	?	5%
Cc1cnc(NC(=O)CSc2c(Cl)cccc2Cl)s1
 : i	-5	6%[57.1 µM]	-14%	16%	-13%	6%	1%	0%
O=C(NCCCN1CCOCC1)C(c1ccccc1)c1ccccc1
 : 6%	1	4%[57.1 µM]	-2%	12%	1%[57.1 µM]	12%	-1%	6%
CC(=O)c1ccc(-n2c(C)ccc2-c2ccccc2)cc1
 : -7%	3	5%	-14%	10%	?	-1%	4%	-3%
O=c1[nH]c(Cc2ccc(Cl)cc2)nc2ccccc12
 : -7%	0	2%	-10%	29%	26%	?	8%	0%
C=CCNc1oc(COc2ccc(C)cc2)nc1C#N
 : -3%	-7	7%	-12%	38%	6%[57.1 µM]	3%	-4%	18%
CCn1cc(C(=O)N2CCOCC2)c(=O)c2cc(S(=O)(=O)N(C)C)ccc21
 : -8%	-2	-9%	-19%	41%[activator]	10%	0%	-2%	-10%

The line under a structure holds: Tb PGK inh	PI4K2A block	TrxR1 substrate	USP1 inh	HP1b chromo inh	TrxR1 inh	GLS inh	Pin1 inh	IDH1 R132H inh
CCc1nn2c(=O)cc(COC(=O)c3ccccc3NC(=O)c3ccc(C(C)(C)C)cc3)nc2s1
 : i	-5	-8%[57.1 µM]	-18%	31%	-2%[57.1 µM]	-4%	0%	4%
COC(=O)c1c(NC(=O)CC2SCC(C(=O)OC)NC2=O)sc2c1CCCC2 (configuration not stated)
 : 0%	-2	-12%	-22%	13%	-15%	-2%	3%	8%
COc1ccccc1NS(=O)(=O)c1cc(NC(=O)c2cccs2)ccc1N1CCOCC1
 : 4%	4	7%	-13%	8%	19%	13%	6%	0%
COc1ccccc1/C=C/C(=O)NCC(=O)N/N=C/c1ccc(C)o1
 : 3%	-4	5%[57.1 µM]	-5%	16%	-1%[57.1 µM]	1%	43%[activator]	3%
COCCNC(=O)Cc1ccc(NC(=O)N2CCCCc3ccccc32)cc1
 : i	1	-2%[57.1 µM]	-23%	71%[activator]	2%[57.1 µM]	2%	-2%	5%
O=C(Nc1ccc(N2CCOCC2)nc1)c1cccs1
 : -10%	-5	5%[57.1 µM]	4%	30%	7%[57.1 µM]	2%	-12%	4%
Cc1ccc(SCCc2ccc(C)nc2)cc1
 : i	-7	0%	-15%	84%[activator]	14%	2%	-12%	12%
COc1ccccc1Cn1c(SCC(=O)C(C)(C)C)nc2ccccc2c1=O
 : i	-9	-2%[57.1 µM]	-27%	44%	2%[57.1 µM]	0%	19%	12%
O=C(CCCC(=O)OCC(F)(F)C(F)F)Nc1ccccc1F
 : -1%	1	-1%	0%	60%[activator]	13%[57.1 µM]	-18%	1%	-4%
CCOC(=O)c1cc(-c2ccc(OC)cc2)n(CCC(=O)Nc2cccc(C)c2C)c1C
 : 5%	-1	-4%[57.1 µM]	-6%	41%	11%[57.1 µM]	-24%	2%	1%

Source: PubChem BioAssay (National Center for Advancing Translational Sciences (NCATS))
